Assay outcomes deposited in PubChem BioAssay by Broad Institute.
PRC2 inh: EZH2 (human) methyltransferase inhibition | 0.35% of 57,000 active | AID 651548 | inhibition, % at 12.5 µM | Q15910 | PRC2 H3K27 methylation, DELFIA TRF, 1 h;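 active means mean inhibition of replicates at least 50% and every single replicate also reaching 50%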;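 further: dimethyl H3K27 on biotinylated H3 21-44 peptide detected by antibody; plate controls were median neutral control wells for no effect and median positive control wells for full effect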
Target sequence (Q15910 whole entry, looked up): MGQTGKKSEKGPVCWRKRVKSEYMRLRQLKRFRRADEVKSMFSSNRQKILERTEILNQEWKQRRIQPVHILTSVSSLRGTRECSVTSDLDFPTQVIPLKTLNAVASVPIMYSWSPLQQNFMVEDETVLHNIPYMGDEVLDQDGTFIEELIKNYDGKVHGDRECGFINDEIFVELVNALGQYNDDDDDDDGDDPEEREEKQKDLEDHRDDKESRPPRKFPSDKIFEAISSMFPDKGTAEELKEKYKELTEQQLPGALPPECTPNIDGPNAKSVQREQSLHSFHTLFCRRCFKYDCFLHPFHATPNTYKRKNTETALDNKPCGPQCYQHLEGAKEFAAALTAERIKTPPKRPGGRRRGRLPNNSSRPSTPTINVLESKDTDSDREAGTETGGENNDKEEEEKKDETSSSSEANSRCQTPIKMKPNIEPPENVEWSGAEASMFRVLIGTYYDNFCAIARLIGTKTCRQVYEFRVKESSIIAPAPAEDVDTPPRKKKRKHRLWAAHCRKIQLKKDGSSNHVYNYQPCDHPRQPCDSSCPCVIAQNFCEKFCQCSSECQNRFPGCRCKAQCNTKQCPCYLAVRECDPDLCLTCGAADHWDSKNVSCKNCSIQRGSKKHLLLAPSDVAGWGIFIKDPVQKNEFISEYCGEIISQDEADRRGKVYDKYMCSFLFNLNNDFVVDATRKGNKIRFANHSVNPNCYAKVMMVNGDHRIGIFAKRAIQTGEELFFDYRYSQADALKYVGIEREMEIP
IDH1 mut inh: blocks human IDH1 R132H reductase activity; diaphorase/resazurin fluorescence, 60 min; inhibition, % at 10 µM; 0.18% of 70,000 active; in the data active means inhibition above about 34%;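 further: 0% = DMSO and 100% = no enzyme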
Numbers without * were called inactive; · = not tested or not shown; & = joins results of further samples. An excerpt, so the mix of outcomes need not match the whole.

nr	SMILES	PRC2 inh	IDH1 mut inh
1	COc1ccc(CN(C)C[C@H]2Oc3ccc(NC(=O)CCN4CCOCC4)cc3C(=O)N([C@H](C)CO)C[C@@H]2C)cc1	0	0.0
2	CN1C(C(=O)Nc2ccccn2)C(=O)c2ccccc2S1(=O)=O (centres undefined)	·	-1.9
3	Nc1cc(N)nc(SCC(=O)Nc2cccc(Cl)c2Cl)n1	1	-0.1
4	C[C@H]1CN([C@@H](C)CO)C(=O)c2cc(-c3ccc(C(=O)N(C)C)cc3)cnc2O[C@H]1CN(C)C(=O)c1ccncc1	5	·
5	C[C@H]1CN([C@@H](C)CO)C(=O)c2cccc(NC(=O)Nc3ccccc3)c2O[C@H]1CN(C)C(=O)Nc1ccc2c(c1)OCO2	·	3.8
6	CN(C)C(=O)C[C@H]1C[C@@H]2c3cc(NC(=O)NC4CCCCC4)ccc3O[C@@H]2[C@H](CO)O1	8	-0.3
7	C[C@@H]1CN([C@@H](C)CO)C(=O)c2cc(NC(=O)C3CCCCC3)ccc2O[C@@H](C)CCCCO[C@@H]1CN(C)C(=O)C1CCCCC1	·	1.9
8	C[C@@H]1CN([C@H](C)CO)S(=O)(=O)c2ccc(C#Cc3cccnc3)cc2O[C@@H]1CN(C)C	21	5.8
9	Cc1noc(C)c1NC(=O)N(C)C[C@@H]1Oc2ccc(NC(=O)CCC(F)(F)F)cc2CC(=O)N([C@H](C)CO)C[C@@H]1C	4	0.7
10	CCCC(=O)Nc1ccc2c(c1)C(=O)N(C)C[C@@H](OC)[C@@H](C)CN[C@@H](C)CO2	-5	0.6
11	COCC(=O)N1C[C@H](C)[C@H](OC)CN(C)C(=O)c2cc(NC(=O)Nc3cccc(F)c3)ccc2OC[C@H]1C	-8	-0.3
12	C[C@@H]1CN([C@@H](C)CO)C(=O)c2cccc(NC(=O)C3CCOCC3)c2O[C@@H]1CN(C)C(=O)Nc1ccc(C(F)(F)F)cc1	-1	-3.3
13	C[C@@H](NC(=O)C[C@@H]1C[C@H]2c3cc(NC(=O)CC4CC4)ccc3O[C@H]2[C@@H](CO)O1)c1ccccc1	17	0.3
14	COc1ccccc1CN1CCN(Cc2ccc(OC)c(OC)c2OC)CC1	5	-0.5
15	CC(=O)N(C)C[C@@H]1Oc2cc(C#Cc3ccccn3)ccc2S(=O)(=O)N([C@H](C)CO)C[C@@H]1C	19	-14
16	Cn1cnc(S(=O)(=O)N[C@H]2CC[C@@H](CC(=O)Nc3ccc(-c4ccccc4)cc3)O[C@@H]2CO)c1	-4	0.2
17	C[C@@H]1CN([C@H](C)CO)C(=O)CCCn2nncc2CO[C@@H]1CN(C)Cc1ccc2c(c1)OCCN2C	-6	0.9
18	CNC[C@H]1Oc2ccc(NS(=O)(=O)c3c(C)noc3C)cc2CC(=O)N([C@@H](C)CO)C[C@H]1C	·	3.6
19	O=C1O[C@@H](c2ccccc2)[C@@H](c2ccccc2)N2[C@@H](c3ccc(O)cc3)[C@]3(C(=O)Nc4ccc(C#CC5(O)CCCCCC5)cc43)[C@@H](C(=O)N3CCCCCCC3)[C@H]12	-20	·
20	C=CCOC(=O)C1=C[C@H](c2cn(C(C)=O)c3ccccc23)C[C@H](OCc2ccc(CO)cc2)O1	18	·
21	C[C@@H]1CCCCO[C@H](CN(C)S(=O)(=O)c2cn(C)cn2)[C@@H](C)CN([C@@H](C)CO)C(=O)c2cc(NS(=O)(=O)c3cn(C)cn3)ccc2O1	·	-6.0
22	CC(C)NC(=O)Nc1ccc2c(c1)C(=O)N([C@H](C)CO)C[C@H](C)[C@H](CN(C)Cc1ccncc1)OCCCC[C@H](C)O2	-4	2.4
23	CO[C@H]1CC[C@@H]2CCOc3c(C#N)cccc3C(=O)N(C)[C@H](C)C(=O)N(C)C[C@H]1O2	7	0.0
24	COc1cc(NC(=O)COC(C)=O)cc(OC)c1OC	·	-0.2
25	CO[C@H]1CN(C)C(=O)c2ccc(NC(=O)C3CCC3)cc2OC[C@H](C)N(C(=O)NC(C)C)C[C@H]1C	0	0.2
26	COc1ccc(NC(=O)N(C)C[C@@H]2Oc3c(NS(=O)(=O)c4cccs4)cccc3C(=O)N([C@H](C)CO)C[C@H]2C)cc1	·	0.9
27	O=C(C[C@H]1C=C[C@H](NC(=O)C2CCC2)[C@@H](CO)O1)NCc1ccncc1	-4	0.2
28	CO[C@H](CN(C)S(=O)(=O)c1ccc(C)cc1)[C@@H](C)CN(C(=O)Nc1ccccc1F)[C@H](C)CO	-5	-0.7
29	CNC[C@@H]1Oc2ccc(NC(=O)Nc3ccc4c(c3)OCO4)cc2CC(=O)N([C@@H](C)CO)C[C@@H]1C	-3	1.5
30	Cc1cc(C(=O)Nc2cccc3c2O[C@H](CN(C)Cc2ccc(-c4ccccc4)cc2)[C@@H](C)CN([C@H](C)CO)C3=O)n(C)n1	10	·

Given in transposed form: 2 of the compounds above.
29) CNC[C@@H]1Oc2ccc(NC(=O)Nc3ccc4c(c3)OCO4)cc2CC(=O)N([C@@H](C)CO)C[C@@H]1C
30) Cc1cc(C(=O)Nc2cccc3c2O[C@H](CN(C)Cc2ccc(-c4ccccc4)cc2)[C@@H](C)CN([C@H](C)CO)C3=O)n(C)n1

Screen / compound no.	29	30
PRC2 inh	-3	10
IDH1 mut inh	1.5	·

(more compounds)
nr	SMILES	PRC2 inh	IDH1 mut inh
31	CO[C@H]1CN(C)C(=O)c2cc(NS(=O)(=O)CC(F)(F)F)ccc2OC[C@@H](C)N(Cc2cccnc2)C[C@H]1C	8	0.2
32	C[C@H](CO)N1C[C@H](C)[C@H](CN(C)S(=O)(=O)c2ccc(F)cc2)Oc2ccc(NC(=O)CCCCCC(=O)Nc3ccccc3N)cc2CC1=O	-10	·
33	CCOC(=O)c1c(NC(=O)Cn2nc([N+](=O)[O-])c(Br)c2C)sc2c1CCCC2	11	0.0
34	CCOc1ccccc1-c1nc(SCC(=O)Nc2sc3c(c2C#N)CCCC3)n[nH]1	-27	0.3
35	COc1cccc(S(=O)(=O)N(C)C[C@H]2OCc3ccccc3-c3ccccc3C(=O)N([C@@H](C)CO)C[C@H]2C)c1	2	-0.7
36	O=C(CCN1CCCCC1)N[C@@H]1CC[C@@H](CCn2cc(-c3ccc(F)cc3)nn2)O[C@H]1CO	-14	0.1
37	COc1cc2c(cc1OC)CN(C(=O)[C@@H]1[C@H]3C(=O)O[C@H](c4ccccc4)[C@H](c4ccccc4)N3[C@H](c3ccc(O)cc3)[C@@]13C(=O)Nc1ccc(C#CC4=CCCCC4)cc13)CC2	-16	·
38	O=C(C[C@H]1CC[C@H](NC(=O)C2CC2)[C@H](CO)O1)NCC1CC1	-4	0.8
39	C[C@@H]1CCCCO[C@@H](CN(C)C(=O)Nc2ccc(F)cc2)[C@@H](C)CN([C@@H](C)CO)C(=O)c2cc(NC(=O)CCCN(C)C)ccc2O1	·	-2.6
40	O=C(NO)c1cccc(C(=O)N/N=C/c2ccccn2)c1	13	-0.1
41	O=C(O)C1=C[C@@H](c2ccc(Br)cc2)C[C@@H](OCc2ccc(CO)cc2)O1	4	·
42	Cc1sc2nc(-c3ccccc3O)[nH]c(=O)c2c1C	-7	1.3
43	C[C@H](CO)N1C[C@H](C)[C@H](CN(C)C(=O)CN(C)C)Oc2ncc(/C=C/c3ccccc3)cc2C1=O	-10	-1.6
44	CO[C@@H]1CN(C)C(=O)c2ccc(NC(=O)C3CC3)cc2OC[C@@H](C)N(C(=O)CN(C)C)C[C@@H]1C	4	0.0
45	C[C@@H]1CN([C@H](C)CO)S(=O)(=O)c2ccc(/C=C/c3ccccc3)cc2O[C@H]1CN(C)C(=O)NC1CCCCC1	-17	4.4
46	COc1ccc(CN(C)C[C@H]2OCCCC[C@@H](C)Oc3ccc(NC(=O)Nc4ccc(OC)cc4)cc3C(=O)N([C@H](C)CO)C[C@@H]2C)cc1	·	1.1
47	O=C(Nc1ccc2c(c1)[C@H]1C[C@H](CC(=O)N3CCCCC3)O[C@H](CO)[C@H]1O2)c1cccnc1	13	1.3
48	Cc1ccc(S(=O)(=O)N(C)C[C@@H]2Oc3ccc(NS(C)(=O)=O)cc3CC(=O)N([C@H](C)CO)C[C@H]2C)cc1	·	0.1
49	CC(C)NC(=O)Nc1cccc2c1O[C@@H](CN(C)C(=O)Nc1ccc(C(F)(F)F)cc1)[C@@H](C)CN([C@H](C)CO)C2=O	-2	1.2
50	C[C@@H]1CN([C@H](C)CO)C(=O)c2cc(N(C)C)ccc2O[C@@H](C)CCCCO[C@H]1CN(C)S(=O)(=O)c1ccc(Cl)cc1	-19	3.3
51	Cc1cccc(S(=O)(=O)N(C)C[C@H]2OCc3ccccc3-c3ccccc3C(=O)N([C@H](C)CO)C[C@H]2C)c1	3	-0.1
52	CCC(CCC(=O)Nc1ccccc1[N+](=O)[O-])C(=O)O (centres undefined)	-3	0.0
53	C[C@H]1CN([C@@H](C)CO)S(=O)(=O)c2ccc(C3=CCCCC3)cc2O[C@@H]1CN(C)C(=O)CN(C)C	-41	·
54	O=C(Nc1ccc2c(c1)[C@@H]1C[C@@H](CC(=O)N3CCc4ccccc4C3)O[C@H](CO)[C@@H]1O2)c1ccc2c(c1)OCO2	-6	-0.6
55	Cc1noc(C)c1NC(=O)N[C@H]1CC[C@@H](CC(=O)N2CCN(C)CC2)O[C@H]1CO	-3	0.2
56	C[C@H](CO)N1C[C@H](C)[C@@H](CN(C)C(=O)c2ccccn2)Oc2ncc(-c3ccccc3F)cc2C1=O	-22	-5.5
57	C[C@@H]1CN([C@@H](C)CO)C(=O)c2cc(NS(=O)(=O)c3ccc(Cl)cc3)ccc2O[C@@H](C)CCCCO[C@@H]1CN(C)C	11	2.3
58	C[C@H]1CN([C@@H](C)CO)C(=O)Cc2cc(NS(=O)(=O)c3ccccc3)ccc2O[C@H]1CN(C)S(=O)(=O)c1cn(C)cn1	·	-0.1
59	O=C(COc1ccc(I)cc1)Nc1ccc([N+](=O)[O-])cc1O	8	-0.4
60	O=C(O)C[C@@H]1C=C[C@@H](NC(=O)Nc2ccccc2)[C@H](CO)O1	3	-0.1

One compound at a time, from the list above. Order of screens: PRC2 inh	IDH1 mut inh
`CC(=O)N(C)C[C@@H]1Oc2cc(C#Cc3ccccn3)ccc2S(=O)(=O)N([C@H](C)CO)C[C@@H]1C` across the screens: 19	-14
`O=C1O[C@@H](c2ccccc2)[C@@H](c2ccccc2)N2[C@@H](c3ccc(O)cc3)[C@]3(C(=O)Nc4ccc(C#CC5(O)CCCCCC5)cc43)[C@@H](C(=O)N3CCCCCCC3)[C@H]12` across the screens: -20	·
`CO[C@H]1CN(C)C(=O)c2ccc(NC(=O)C3CCC3)cc2OC[C@H](C)N(C(=O)NC(C)C)C[C@H]1C` across the screens: 0	0.2
`CCCC(=O)Nc1ccc2c(c1)C(=O)N(C)C[C@@H](OC)[C@@H](C)CN[C@@H](C)CO2` across the screens: -5	0.6
`Cc1noc(C)c1NC(=O)N(C)C[C@@H]1Oc2ccc(NC(=O)CCC(F)(F)F)cc2CC(=O)N([C@H](C)CO)C[C@@H]1C` across the screens: 4	0.7

(cont.)
nr	SMILES	PRC2 inh	IDH1 mut inh
61	C[C@@H]1CN([C@@H](C)CO)C(=O)c2cc(-c3ccccc3F)cnc2O[C@@H]1CN(C)C(=O)C1CCC1	4	0.0
62	COc1cccc(-c2ccc3c(c2)O[C@H](CN(C)C(=O)C2CCCCC2)[C@@H](C)CN([C@H](C)CO)S3(=O)=O)c1	·	-3.2
63	C[C@H]1CN([C@@H](C)CO)C(=O)c2cccc(NC(=O)CCCCCC(=O)Nc3ccccc3N)c2O[C@H]1CN(C)C(=O)NC1CCCCC1	20	-0.2
64	Nc1nnc(SCC(=O)N2CCN(Cc3ccccc3)CC2)s1	-20	0.7
65	C[C@H]1CCCCO[C@H](CN(C)CC2CC2)[C@@H](C)CN([C@@H](C)CO)C(=O)c2cc(NC(=O)c3ccncc3)ccc2O1	-6	1.6
66	O=C(C[C@@H]1C[C@H]2c3cc(NC(=O)C4CCOCC4)ccc3O[C@H]2[C@H](CO)O1)NCc1ccccc1	-1	1.2
67	COc1ccc2c(=O)cc(-c3ccccc3OC)oc2c1	-4	-6.8
68	CC1(C)Cc2c(c(N3CCOCC3)nc3sc4c(SCc5nc6ccccc6[nH]5)ncnc4c23)CO1	0	0.5
69	O=C(C[C@H]1CC[C@@H](NS(=O)(=O)c2ccccc2)[C@@H](CO)O1)NCCN1CCCCC1	-3	-0.1
70	C/C=C/c1ccc2c(c1)O[C@@H](CN(C)Cc1ccccc1F)[C@@H](C)CN([C@H](C)CO)S2(=O)=O	25	0.0
71	C[C@H]1CN([C@@H](C)CO)C(=O)c2cc(C3=CCCC3)cnc2O[C@H]1CN(C)C(=O)C1CCCCC1	·	-0.3
72	CO[C@@H]1CN(C)C(=O)c2cc(NS(=O)(=O)c3cn(C)cn3)ccc2OC[C@@H](C)NC[C@@H]1C	-2	0.2
73	O=C(COc1ccc([N+](=O)[O-])cc1)Nc1ccc2oc(-c3ccc(F)cc3)nc2c1	-10	-0.2
74	C[C@@H]1CN([C@H](C)CO)S(=O)(=O)c2ccc(-c3cncnc3)cc2O[C@@H]1CN(C)Cc1cncnc1	·	-0.2
75	C[C@H](CO)N1C[C@H](C)[C@@H](CN(C)C(=O)c2cccc(F)c2)Oc2cc(-c3cncnc3)ccc2S1(=O)=O	-5&14	0.3
76	C[C@H](CO)N1C[C@H](C)[C@H](CN(C)Cc2cncnc2)Oc2ncc(/C=C/c3ccccc3)cc2C1=O	·	-2.0
77	C[C@@H]1CN([C@@H](C)CO)C(=O)c2cc(NS(=O)(=O)c3ccc(Cl)cc3)ccc2O[C@@H](C)CCCCO[C@@H]1CN(C)Cc1ccncc1	·	-0.8
78	C[C@H](CO)N1C[C@H](C)[C@@H](CN(C)S(=O)(=O)c2ccc(F)cc2)Oc2ccc(NS(=O)(=O)c3cn(C)cn3)cc2C1=O	·	6.2
79	CCCC(=O)Nc1ccc2c(c1)C(=O)N(C)C[C@H](OC)[C@@H](C)CN(C(=O)c1ccncc1)[C@H](C)CO2	5	0.3
80	O=C(C[C@@H]1C=C[C@H](NC(=O)Nc2cc(F)ccc2F)[C@@H](CO)O1)Nc1ccccc1	-4	-0.5
